Screening results from PubChem BioAssay.
UTI89 phage lysis: inhibition of K1F phage lysis, E. coli UTI89, bacterial capsule biogenesis inhibitors, alamar blue (AID 488966). E. coli UTI89 K1F phage lysis, alamar blue, 2 h; higher % means a stronger effect. inhibition, % at 100 µM, or IC50 in µM where a hit was titrated. 340,000 compounds, 0.02% hits;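 active means phage lysis inhibition, versus mean bacterial control, above a set limit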;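 further: capsule biogenesis inhibitors block K1F phage lysis so surviving cells raise fluorescence; higher fluorescence means more inhibition of phage lysis; actives were called in the ten point dose series up to 300 µM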
The depositor's hits bear a star; [ ] = another dose, or the depositor's remark. An excerpt, so the mix of outcomes need not match the whole.

| mol | UTI89 phage lysis |
| --- | --- |
| Cc1cccc(Nc2nnc(SCC(=O)c3c(N)n(C4CC4)c(=O)[nH]c3=O)s2)c1C | -0.2%[50 µM] |
| NC(=O)CSc1nnc(NC(=O)C23CC4CC(CC(C4)C2)C3)s1 | 0.3% |
| Cc1cc2nc3n(c2cc1C)CC1CC(C(=O)NCCC(C)C)N(C)C31 (stereo not given) | 3.4% |
| CC(=O)N1CCC(C(=O)OCc2ccc(Cl)cc2)(c2ccccc2)CC1 | 3.4% |
| Cc1cccc(NC(=O)CNC(=O)c2ccco2)n1 | 1.1%[50 µM] |
| CCCn1cnc2cc(NCc3ccccc3O)ccc21 | 0.3% |
| NC(=O)C1CCN(C(=O)C2CC(=O)N(c3ccc4c(c3)OCCO4)C2)CC1 (stereo not given) | 0.7%[50 µM] |
| CCc1ccc(S(=O)(=O)/N=C2\C=C(NS(=O)(=O)c3ccccc3)C(=O)c3ccccc32)cc1 | 0.8% |
| COc1ccc2nc(NC(=O)c3ccc(NC(=O)C4CCCO4)cc3)sc2c1 (stereo not given) | 0.1% |
| CC(C)NC(=O)c1ccc(NC(=O)CC2SC(N3CCCCC3)=NC2=O)cc1 (stereo not given) | -0.3%[50 µM] |
| COc1ccc(-c2n[nH]c3c2CN(C(=O)c2ccc(F)cc2)CC3)cc1 | 0.0% |
| COc1ccc(OC)c(Nc2cc(C)nc3ccc(C)cc23)c1 | -0.8% |
| CC(=O)c1ccccc1NC(=O)COC(=O)c1c(C)nn(-c2ccccc2)c1C | 0.6%[50 µM] |
| COc1ccc(C2=NN(C(C)=O)C(c3ccccc3)C2)cc1 (stereo not given) | 0.3% |
| O=C(NCc1n[nH]c(=S)n1-c1cccc(C(F)(F)F)c1)c1ccco1 | -0.3% |
| CC(C)CCNC(=O)CN(Cc1ccccc1)C(=O)CCC(=O)Nc1ccccn1 | -0.1% |
| COc1ccc(C(=O)C=Cc2cccs2)c(O)c1 | -1.4% |
| CC(=O)NC(Cc1ccccc1)Cc1ccccc1 | 0.3% |
| Cn1c(N)c(C(=O)CSc2nnc(C3CC3)n2-c2ccccc2)c(=O)n(C)c1=O | 0.7%[50 µM] |
| COc1ccc(C(NCC(=O)Nc2c(C)cccc2C)c2ccccc2)cc1 (stereo not given) | -0.3% |
| Nc1c(Cl)cc(C2=NCCn3nc4cc([N+](=O)[O-])ccc4c32)cc1Cl | -0.4% |
| Cc1nnc(SCC(=O)Nc2ccc(N3CCN(S(C)(=O)=O)CC3)cc2)o1 | 0.7% |
| O=C(N/N=C/c1ccoc1)c1ccccc1F | 0.1% |
| O=C(O)c1cccc(N2C(=O)c3cc4cccc(Br)c4cc3C2=O)c1 | 0.2% |
| Cc1noc(C)c1C(=O)NCC1COc2ccccc2O1 (stereo not given) | 0.9%[50 µM] |
| COc1ccc(CNCCS(=O)(=O)NN2CCOCC2)cc1 | 0.1% |
| COc1ccc(C(C(=O)NC(C)(C)C)N(C(=O)CCC(=O)Nc2ccccn2)C2CCCCC2)cc1 (stereo not given) | -0.1% |
| O=C(Nc1cccc(-n2cnnn2)c1)C1CCCN(Cc2cccc(C(F)(F)F)c2)C1 (stereo not given) | -0.1% |
| CCc1ccc(NC(=O)Cn2nc(C)n3cccc3c2=O)cc1 | 3.0% |
| COc1cc(/C=C2/C(=N)N3N=C(CC(=O)N4CCOCC4)SC3=NC2=O)ccc1OCc1ccccc1F | 1.3% |
| Cc1ccc(S(=O)(=O)NCC(=O)OCC(=O)Nc2ccc3c(c2)OCCO3)cc1 | -0.5% |
| O=C(N/N=C/c1ccccc1)c1ccc2c(c1)OCO2 | 0.0% |
| CCOC(=O)C1=C(C)NC(C)=C(C(=O)OCC)C1C(=O)OCC(=O)NCc1ccc(F)cc1 | -0.1%[50 µM] |
| O=C(CCNS(=O)(=O)c1ccc(Br)cc1)NCC1CCCO1 (stereo not given) | 0.7%[50 µM] |
| COc1ccc(C(=O)Nc2ccc3c(c2)CCCN3C(=O)c2cccs2)c(OC)c1 | 0.2% |
| CC1CCC(NC(=O)CCNS(=O)(=O)c2ccccc2)CC1 (stereo not given) | 1.1%[50 µM] |
| CCC(C)Nc1nc2ccccc2n2c(C)nnc12 (stereo not given) | -0.2% |
| O=C(Oc1ccc(F)cc1)N1CCOCC1 | -1.1% |
| COc1ccccc1N1CCN(Cc2nc3ccccc3[nH]2)CC1 | -0.5% |
| COC(=O)c1ccc(CNC(=O)COC(=O)c2ccccc2-c2ccccc2)cc1 | 0.8%[50 µM] |

In a second layout: results already given.
> COc1ccc(C(NCC(=O)Nc2c(C)cccc2C)c2ccccc2)cc1 (stereo not given)
  UTI89 phage lysis = -0.3%
> Nc1c(Cl)cc(C2=NCCn3nc4cc([N+](=O)[O-])ccc4c32)cc1Cl
  UTI89 phage lysis = -0.4%
> Cc1nnc(SCC(=O)Nc2ccc(N3CCN(S(C)(=O)=O)CC3)cc2)o1
  UTI89 phage lysis = 0.7%

A section from the list above, for reference:
| mol | UTI89 phage lysis |
| --- | --- |
| Cc1ccc(S(=O)(=O)NCC(=O)OCC(=O)Nc2ccc3c(c2)OCCO3)cc1 | -0.5% |
| O=C(N/N=C/c1ccccc1)c1ccc2c(c1)OCO2 | 0.0% |

An excerpt of these results, with each value named.
Molecule: COC(=O)c1ccc(CNC(=O)COC(=O)c2ccccc2-c2ccccc2)cc1
  UTI89 phage lysis: 0.8%[50 µM]
Molecule: CCC(C)Nc1nc2ccccc2n2c(C)nnc12 (stereo not given)
  UTI89 phage lysis: -0.2%
Molecule: CC1CCC(NC(=O)CCNS(=O)(=O)c2ccccc2)CC1 (stereo not given)
  UTI89 phage lysis: 1.1%[50 µM]
Molecule: O=C(CCNS(=O)(=O)c1ccc(Br)cc1)NCC1CCCO1 (stereo not given)
  UTI89 phage lysis: 0.7%[50 µM]

(list continues)
| mol | UTI89 phage lysis |
| --- | --- |
| Cc1ccc(S(=O)(=O)N2CCN(CCc3ccccc3)CC2)c(C)c1 | -0.1% |
| CC(C)N(C(=O)CN1C(=O)NC(c2ccccc2)(c2ccccc2)C1=O)C(C)C | 0.2% |
| O=C(NCC1CC1)c1onc(CSc2ccc(F)cc2)c1C(=O)NCC1CC1 | 0.6% |
| CCOC(=O)c1nn(-c2ccc(Cl)cc2)c(=O)c(C#N)c1C | 0.2% |
| Cc1ccc(NC(=O)C2C3CCC(O3)C2C(=O)O)cc1Cl (stereo not given) | 0.4% |
| COc1cccc(NCc2nnc(SCC(=O)N(C)C3CCS(=O)(=O)C3)n2C2CCCCC2)c1 (stereo not given) | -0.1% |
| Cc1ccc(C(C)CCN2CCC(n3nccc3NC(=O)c3ccccc3)CC2)o1 (stereo not given) | 1.5%[50 µM] |
| CCOC(=O)C1(C(=O)OCC)NC(=O)CC1C(C)C (stereo not given) | 3.0% |
| COc1ccccc1N1CCN(CC(=O)NCc2ccc(Cl)cc2)CC1 | 0.1% |
| NC(=O)c1cc2cc(Br)ccc2o/c1=N/NC(=O)c1cccc(F)c1 | 0.0%[50 µM] |
| Cc1ccc(S(=O)(=O)N2CCN(Cc3ccco3)CC2)c(C)c1 | 0.3% |
| OCC[C@H]1C[C@@H](O)[C@H](O)[C@]2(Cc3ccccc3O2)O1 | -0.1% |
| COc1ccc(-c2cc3c(=O)n(CC(=O)Nc4cccc(Cl)c4)nc(C)n3n2)cc1 | 0.4% |
| CN(CCOc1ccccc1)C(=O)c1ccc(N2CCCC2)c([N+](=O)[O-])c1 | -0.1% |
| CC(=O)Nc1ccc(SCCN2CC[C@@H](O)CCC2=O)cc1 | 1.0% |
| O=C(CN1C(=O)NC2(CCOc3ccccc32)C1=O)Nc1cccc([N+](=O)[O-])c1 (stereo not given) | 0.4%[50 µM] |
| O=C1NC(=S)NC1=Cc1ccc2c(c1)CCC2 | -1.4% |
| Cc1ccccc1NC(=O)c1ccc(C)c(S(=O)(=O)Nc2cccnc2)c1 | 0.0% |
| COc1cccc(NC(=O)c2ccc3c(c2)CCCC3)c1 | 0.7% |
| Cc1ccc([N+](=O)[O-])cc1NC(=O)CNC1CCCCC1 | -1.2% |
| O=C1C(=O)N(CCO)C(c2ccccc2[N+](=O)[O-])/C1=C(\O)c1ccccc1 (stereo not given) | 0.3% |
| O=C(CCc1ccccc1)N/N=C\c1cc2c(cc1Br)OCO2 | -2.0%[50 µM] |
| COc1cc(/C=C(\C#N)c2nc3ccccc3[nH]2)ccc1O | -0.1% |
| C=CC[C@@H](Cc1ccc(F)cc1)C(=O)OC[C@@H]1CCCN1C(=O)[C@H](CC=C)CC(=O)N[C@H](CO)Cc1ccccc1 | -1.5% |
| COc1ccc(C(=O)C(C)OC(=O)CN2C(=O)c3ccccc3C2=O)cc1 (stereo not given) | -3.6% |
| COc1ccccc1CNC(=O)COc1ccccc1C(=O)c1cnn(-c2ccccc2)c1 | -0.4%[50 µM] |
| N#Cc1ccccc1Sc1ccccc1C(=O)NCC(c1ccco1)N1CCCCC1 (stereo not given) | 0.7%[50 µM] |
| C[C@H](NC(=O)[C@@H]1Cc2ccccc2CN1)C(=O)Nc1ccc2c(c1)OCO2 | 0.5% |
| CC[C@]12c3[nH]c4cc(-c5ccco5)ccc4c3CCN1C(=O)[C@@H](CC(=O)NCc1ccco1)C[C@@H]2C(=O)N1CCN(C(=O)c2ccco2)CC1 | 0.1% |
| Cc1ccc(S(=O)(=O)Nc2cccc(C(=O)NCCN3CCOCC3)c2)cc1F | 0.3%[50 µM] |

The results go on:
structure	UTI89 phage lysis
COc1ccc(-c2csc(Nc3cc(C)ccn3)n2)cc1C	0.2%
C[C@H](NC(=O)CCCOc1ccc(Cl)cc1Cl)c1nnc2ccccn12	0.8%
COc1cccc(C(=O)OCC(=O)Nc2ccc(N3CCOCC3)cc2)c1	0.5%[50 µM]
Cc1c(O)nc(SC2CC(=O)N(c3cc(Cl)cc(Cl)c3)C2=O)[nH]c1=O (stereo not given)	-1.3%
CCN(CC)C(=O)c1[nH]cnc1C(=O)N[C@H](C)c1ccccc1	-0.2%
Cc1cccc(C)c1NC(=O)CNC(=O)c1cccc(S(=O)(=O)NCc2cccs2)c1	0.2%[50 µM]
COCCn1c(C)cc(C(=O)COC(=O)CNC(=O)c2ccco2)c1C	2.5%[50 µM]
CCN1C(=O)[C@H]2[C@@H](c3ccc(-c4ccc(OC)cc4)c(OC)c3)N3CCCC[C@@]3(C(=O)OC)[C@H]2C1=O	-0.1%
Cc1ccc(N(CC(=O)NCc2ccc3c(c2)OCO3)C(=O)CCC(=O)Nc2ccccn2)cc1	0.0%
COc1cc2c(cc1OC)C(NC(=O)c1ccc(C)cc1)CC2=O (stereo not given)	0.0%
O=C(NNC(=O)c1cc(S(=O)(=O)N2CCOCC2)c(Cl)cc1Cl)c1ccccc1F	-2.6%
O=C(/C=C/c1cccc([N+](=O)[O-])c1)OCC1CCCO1 (stereo not given)	-0.1%
CC(C)n1cnnc1SCC(=O)Nc1ccc(N2CCCCC2)cc1	1.2%[50 µM]
Cc1c(CCC(=O)N2CCC(C(=O)O)(c3ccccc3)CC2)c(=O)oc2cc3oc4c(c3cc12)CCCC4	-0.2%
COCCCN(C(=O)c1ccc(-c2ccc(C(C)=O)cc2)o1)c1c(N)n(CC(C)C)c(=O)[nH]c1=O	0.4%[50 µM]
CCOc1cccc(/C=C/c2ccc3cccc(O)c3n2)c1O	0.1%
CNC(=O)c1ccsc1NC(=O)CCS(=O)(=O)c1ccc(Cl)cc1	1.4%[50 µM]
CC(OC(=O)c1cc(=O)[nH]c2ccccc12)C(=O)N1C(C)CCCC1C (stereo not given)	0.5%[50 µM]
CN(C)c1ccc(CSc2ccccc2)cc1	4.4%
COc1ccccc1C(=O)NC(=O)COc1cc(Cl)ccc1Cl	2.9%[50 µM]
Cc1ccc(C2=NN(C(=O)CCC(=O)O)C(c3ccc4c(c3)OCO4)C2)cc1 (stereo not given)	-1.4%
COc1ccc2nc(-c3ccccc3)nc(SCC(=O)NCC3CCCO3)c2c1 (stereo not given)	0.1%
CC1CC(C)CN(C(=O)c2ccc(S(=O)(=O)N3CCCCC3)cc2)C1 (stereo not given)	0.0%
Cc1cnc(C(=O)Oc2cccc(Cl)c2Cl)cn1	-0.3%
Cc1n[nH]c(=O)c2c(NC(=O)CSc3nn(-c4ccc(F)cc4)c(=S)s3)oc(C)c12	0.4%
C#CCN1C(=O)S/C(=C\c2ccc(-c3ccc(Cl)c(C(=O)O)c3)o2)C1=O	-0.3%
CCOC(=O)c1ccc(NC(=O)C2CC(=O)N(c3ccc4c(c3)OCCO4)C2)cc1 (stereo not given)	0.8%[50 µM]
CC[C@@]12C(=O)N(c3cccc(F)c3)C(=O)N1[C@H](c1cccc(C)c1)[C@@H]1C(=O)N(Cc3ccccc3)C(=O)[C@@H]12	0.0%
CN(C)CCCn1c2c(c(SCC(=O)Nc3cccc4ccccc34)nc1=O)CCC2	1.2%[50 µM]
COc1ccc(-c2oc3ccc(N4CCOCC4)cc3c2C#CCO)cc1	-1.4%
COc1ccc2c(c1)-c1ccccc1S(=O)(=O)N(C)C2	0.4%
O=C(COC(=O)CNC(=O)C1CCCCC1)Nc1ccccc1OC(F)F	0.6%[50 µM]
COc1ccc(Cc2nnc(NC(=O)c3ccccc3C)s2)cc1	0.3%
CC1CCN(CCCNC(=O)CN2C(=O)CSc3ccc(S(=O)(=O)N4CCOCC4)cc32)CC1	0.5%
COc1ccccc1NC(=O)c1ccc(C(=O)Nc2ccccc2OC)nc1	1.2%
CCN1C(=O)[C@H]2[C@@H](c3ccc(-c4ccc(Cl)c(Cl)c4)c(OC)c3)N3CCCC[C@@]3(C(=O)OC)[C@H]2C1=O	1.1%
CCc1ccccc1NC(=O)NC1CCCCCCC1	0.1%
COc1cc(CN2CCC(CCC(=O)NC3CC3)CC2)cc(Cl)c1OC	0.7%
CCOC(=O)CNC1CC(=O)N(c2ccc(Br)cc2)C1=O (stereo not given)	0.9%
CCOc1ccccc1N(CC(=O)N1CCC(C(N)=O)CC1)S(=O)(=O)c1ccc(SC)cc1	-0.2%
COc1ccc(OC)c(NC(=O)c2cnn(-c3ccccc3)c2C)c1	0.1%
O=C(Nc1ccc(OCC(=O)N2CCOCC2)cc1)c1ccccc1Cl	-0.1%
O=C(NC(=S)Nc1ccccc1Br)C1CCCCC1	-1.2%
